EphA4 KYL inhibition = inhibitors of EphA4 binding to KYL peptide, primary screen, biochemical, colorimetric, mouse EphA4 (AID 689). EphA4-AP binding to KYL peptide, pNPP A405; higher % means a stronger effect. one-dose inhibition, % at 10 µM; IC50 in µM for titrated hits. 62,000 compounds, 0.1% hits; in the data active means a potency from the dose series; inactive means the rest, 99 in 100 with inhibition below about 22%
* hit, by the source's call; & = joins results of further samples. This is a subset; count on the stated rates, not on these rows.

SMILES	EphA4 KYL inhibition
CCn1c(SCC(=O)c2ccc3c(c2)Cc2ccccc2-3)nnc1-c1ccc(N)cc1	-14%
Cc1ccc(C2C(C#N)=C(N)Oc3n[nH]c(C)c32)cc1 (stereo not given)	-5%
Nc1nc2ccc([N+](=O)[O-])c(N)c2s1	-16%
CCN(CC)C(=O)CSCC(=O)Nc1ccccc1	5%
CCOc1ccc2oc(-c3ccccc3)c(C(=O)N(C)C)c2c1	-8%
COc1ccccc1OCC(=O)N/N=C1/SCC(=O)N1Cc1ccccc1	4%
CCOc1cc(C2C(C#N)=C(N)Oc3n[nH]c(-c4ccccc4)c32)ccc1O (stereo not given)	-5%
COc1ccc(CCN2C(=O)CC(C(N)=O)SC2=Nc2ccccc2)cc1OC (stereo not given)	-6%
COc1ccc(N2CCN(C(=O)CCCn3c(=S)[nH]c4cc5c(cc4c3=O)OCO5)CC2)cc1	-3%
CCN1C(=O)CC(N2CCN(CC(=O)NC(C)C)CC2)C1=O (stereo not given)	-3%
O=C(NCCN1CCOCC1)/C(=C/c1ccc(F)cc1)NC(=O)c1ccccc1	1%
O=C(Nc1cccc(C(F)(F)F)c1)c1ccc(Cn2cc(Br)cn2)o1	-18%
COc1cccc(-n2ccnc2SCC(=O)Nc2cc(OC)ccc2OC)c1	-6%
O=C(CN1CCN(S(=O)(=O)c2ccc3ccccc3c2)CC1)N1CCc2ccccc2C1	-14%
Cc1noc(C)c1COC(=O)CCCOc1ccc(Cl)cc1Cl	-2%
CC(C)Oc1ccccc1NC(=O)c1ccc(Cl)cc1Cl	0%
Cc1ccc2cc(CCNC(=O)c3ccc(Br)o3)c(=O)[nH]c2c1	-8%
CCCc1nc2oc3c(OC)ncnc3c2c2c1COC(C)(C)C2	-5%
CC(=O)OC(C(=O)NCS(=O)(=O)c1ccc(C)cc1)c1cccnc1 (stereo not given)	-15%
COc1ccc(C2C(=O)N(C3CCCCC3)CC(=O)N2CCc2ccccc2)cc1OC (stereo not given)	-5%
COCCn1nnnc1C(c1cccs1)N1CCN(c2ccccc2)CC1 (stereo not given)	-17%
O=C(c1cc(-c2ccco2)on1)N1CCN(C(c2ccccc2)c2ccccc2)CC1	8%
CCOc1ccc(C(=O)N2CCN=C2SC)cc1OCC	4%
CCOc1ccc(-n2c(Cc3cc(=O)[nH]c(=O)[nH]3)nnc2SCC(=O)NC2CCCC2)cc1	-6%
Oc1c(CN2CCc3ccccc3C2)cc(Cl)c2cccnc12	7%
CC1(c2ccc(Cl)cc2Cl)OCC(Cn2ccnc2)O1 (stereo not given)	-13%
O=C(Cc1ccccc1)n1nc(-c2ccccc2)nc1NCc1ccco1	2%
O=C(c1cccc2c1-c1ccccc1/C2=N/O)N1CCCCC1	-15%
c1ccc(Cn2ccnc2-c2ccco2)cc1	-4%
Cc1cc(=O)oc(C)c1C(=O)NCc1ccco1	1%
Cc1ccccc1C(C(=O)NCc1ccccc1)N(Cc1ccco1)C(=O)c1ccccn1 (stereo not given)	-6%
CC1CCC(C(=O)NC(C(=O)N2CCC(N3CCCCC3)CC2)C(C)C)CC1 (stereo not given)	-12%
CCOc1ccc2nc(SCC(=O)N3CCCc4ccccc43)sc2c1	-8%
COc1ccccc1CNS(=O)(=O)c1ccc2[nH]cc(C(=O)O)c(=O)c2c1	-26%
CCOc1ccccc1N(C(=O)c1snc(C(N)=O)c1N)C(C(=O)NC1CCCC1)c1ccco1 (stereo not given)	-8%
N#Cc1ccc(CSCC(=O)O)cc1	-12%
CCn1c2ccccc2c2cc(N=C3SC(CC(=O)Nc4ccccc4)C(=O)N3C)ccc21 (stereo not given)	-7%
CC(C)(C)NC(=O)C(c1ccco1)N(C(=O)c1ccc(CN2CCOCC2)o1)c1ccccc1 (stereo not given)	1%
O=c1[nH]c(SCc2nc3c(cnn3-c3ccccc3)c(=O)[nH]2)nc2ccccc12	13%
CCC1(C)Cc2c(sc3nc(SC)n(Cc4ccccc4)c(=O)c23)CO1 (stereo not given)	-11%
O=C(CC(c1ccco1)C1CCCCC1=O)c1ccco1 (stereo not given)	4%
CCc1cc(=O)oc2cc(C)cc(OC(C)=O)c12	3%
Cc1ccc(SC(=O)COc2ccccc2C)cc1	-23%
Cc1nn(C(=O)c2ccco2)c(C)c1Br	3%
CCCC(=O)Nc1nn(C)c2nc3cc(C)ccc3cc12	-2%
O=c1c(N2CCOCC2)nsnc1N1CCOCC1	-3%
CC1S/C(=N/N=C/c2ccco2)NC1=O (stereo not given)	-8%
CC1(CC(=O)N/N=C/c2ccc(OCc3ccc(Cl)cc3Cl)cc2)OCCCO1	7%
S=C(c1ccc2c(c1)OCO2)N1CCCCCC1	-10%
COc1ccc(C(=O)N2CCCCC2)cc1S(=O)(=O)Nc1ccccc1	-22%
CC(C)Oc1cccc(C(=O)NC(=S)Nc2cccc(C(F)(F)F)c2)c1	-10%
COc1ccc(C(=O)NC2CCN(C(=O)NC3CCCCC3)CC2)cc1	-3%
NC(=O)C1c2ccccc2CSc2ccccc21 (stereo not given)	-2%
CSc1ccc(CNc2ccc(C)c(C)c2)cc1	-11%
COc1ccc(N2C(=O)CSC23C(=O)Nc2ccccc23)cc1OC (stereo not given)	-16%
C=CCOc1ccc2c(=O)c(-c3ccccc3OC)coc2c1	-3%
CCOc1ccc(N2C(=O)CS/C2=C(\C(Cl)=C(Cl)Cl)[N+](=O)[O-])cc1	4%
Cc1occc1C(=O)O/N=C(\N)c1ccccc1	-3%
Cc1cc2c(c(=O)o1)C1(C(=O)N(C)c3ccccc31)C(C#N)=C(N)O2 (stereo not given)	-3%
COc1cccc(CNC(=O)C23CN(Cc4ccccc4)CC2C(c2ccc([N+](=O)[O-])cc2)=NO3)c1 (stereo not given)	-4%
(cont.)
SMILES	EphA4 KYL inhibition
C=CCOc1ccc(C2N3CC4(C)CN2CC(CCC)(C3)C4=O)cc1 (stereo not given)	9%
Cc1ccc(OCCNC(=O)Cc2cccc3ccccc23)cc1	-2%
COc1ccc(-n2c(SC)nnc2-c2c[nH]c3ccccc23)cc1	-6%
CCn1c(SCC(=O)c2ccc3c(c2)OCCO3)nnc1C(C)C	-7%
CC(=O)c1ccc(NC(=O)c2cccs2)cc1	2%
COc1ccc(OC)c2[nH]c(=O)c(CCNS(=O)(=O)c3ccccc3)cc12	0%
C/C(=N\N=C\c1ccccc1)c1nnn(-c2nonc2N)c1C	-4%
CCN1C(=S)SC(=O)C1=C1C=C(C)N(Cc2ccco2)C(C)=C1	3%
CC(=O)NC1(c2ccccc2)CCN(C(=O)N2CCOCC2)CC1	0%
O=P(Cc1cc[n+]([O-])cc1)(c1ccccc1)c1ccccc1	-11%
CCC(=O)Oc1c(S(=O)(=O)c2ccc(C)cc2)c(C)nn1C(C)(C)C	-6%
CC(=O)CC(=O)NC1C2CC3CC(C2)CC1C3 (stereo not given)	-15%
COCCNC(=O)C(=O)Nc1cc(C)cc(C)c1	-2%
Cc1ccc(S(=O)(=O)C2(C(=O)N(C)C3CCCCC3)CC2)cc1	-7%
NC(=O)c1cc(NC(=O)C(c2ccccc2)c2ccccc2)ccc1Cl	0%
COc1cc2[nH]c(=O)n(Cc3ccc(C(=O)NCCCN4CCC(C)CC4)cc3)c(=O)c2cc1OC	1%
CCCSc1n[nH]c(NC(C)=O)n1	-1%
CC(C)NC(=O)NC(=O)COC(=O)C1CCCN1C(=O)c1cccs1 (stereo not given)	-8%
Cc1ccc(-c2ccc(/C=N/NC(=S)Nc3ccccc3)o2)cc1[N+](=O)[O-]	-10%
O=C(c1ccccc1F)N1CCN(c2ncccn2)CC1	0%
COc1cc2[nH]c(=O)n(Cc3ccc(C(=O)NCC4CCCO4)cc3)c(=O)c2cc1OC (stereo not given)	-6%
O=C(c1ccccc1)c1ccc(N2CCCC2)cc1	4%
COC(=O)c1ccccc1NC(=O)c1cc2nc(C3CC3)cc(C(F)(F)F)n2n1	4%
COc1cc(/C=N/NC(=O)c2sc(N)c(C#N)c2C)cc(Br)c1O	-9%
CN1CCN(NC(=O)c2cccc(F)c2)CC1	-26%
O=C1c2ccccc2C(Nc2ccc(S(=O)(=O)N3CCOCC3)cc2)N1Cc1ccco1 (stereo not given)	-18%
O=c1[nH]c2ccsc2c(=O)n1-c1ccc(F)cc1	-13%
COc1ccc2[nH]c3ccc(OC)cc3c2c1	-31%
O=C1CC(N(O)c2ccccc2)C(=O)N1c1cc(Cl)cc(Cl)c1 (stereo not given)	-12%
O=C(CN1CCCCC1)Nc1nnc(-c2ccc([N+](=O)[O-])cc2)s1	-4%
COC(=O)c1[nH]c2ccc(Br)cc2c1NC(=O)Oc1ccccc1	-19%
CC(C)(C)c1cc(/C=N/Nc2ccc(C(F)(F)F)cn2)cc(C(C)(C)C)c1O	-7%
CCc1ccc2[nH]cc(C(=O)N3CCCCCC3)c(=O)c2c1	-9%
COc1ccc(OC)c(NC(=O)C2CCN(c3cc(-c4ccccc4)nc4ncnn34)CC2)c1	12%
Cc1ccc(C(=O)N(CN2CCCC2=O)c2ccc(F)cc2)cc1	-3%
COc1cc(C=C2C(=O)N(C)C(=O)N(C)C2=O)cc(Br)c1OCc1ccccc1	21%
Cc1ccc(-n2ncc3c(NCc4ccccn4)ncnc32)c(C)c1	-15%
Cc1cc(=O)[nH]c(-n2nc(C)c(Oc3ccccc3O)c2C)n1	-11%
COc1ccc(OCc2ccc(C(=O)NN)cc2)cc1	-14%
O=C1c2cccc3c(Cl)ccc(c23)C(=O)N1O	-8%
CCNC(=O)COC(=O)/C=C/c1ccccc1[N+](=O)[O-]	3%
O=C(CN1C(=O)/C(=C/c2ccccc2)SC1=S)Nc1ncc(Cc2ccccc2)s1	0%
O=Nc1c(O)n(Cc2ccc(Cl)c(Cl)c2)c2ccccc12	-11%
COc1ccccc1CNS(=O)(=O)c1c(C)noc1C	-11%
O=C(Nc1cccc(OC(=O)c2cccnc2)c1)c1cccnc1	-16%
CC(CC(=O)Nc1ccc(Cl)cc1)c1ccccc1 (stereo not given)	-5%
COc1cccc(C2C(C#N)=C(N)Oc3cc(C)n(Cc4ccco4)c(=O)c32)c1 (stereo not given)	2%
Cc1ccc(CNC(=O)C2CCN(S(=O)(=O)c3c(C)noc3/C=C/c3ccco3)CC2)cc1	1%
CCCc1cc(=O)[nH]c(SCC(=O)N(C)CC(=O)Nc2ccc(C)cc2)n1	-10%
Cc1ccc(OCCSc2nnnn2-c2ccccc2)cc1	-1%
Brc1ccc(-c2noc(CCc3ccccc3)n2)o1	-4%
Cc1cc(Br)ccc1NCc1ccccn1	-10%&-7%
Cc1cc(C)n(-c2nc(-c3ccc(Cl)c(Cl)c3)cs2)n1	-18%
Cc1ccc([N+](=O)[O-])cc1-c1ccc(/C=C2\C(=O)NC(=O)N(c3ccc(Cl)cc3)C2=O)o1	-8%
CN(C)C(=O)CCc1nc(-c2ccc(C(C)(C)C)cc2)no1	5%
Cc1ccc(S(=O)(=O)Nc2ccc(-c3nnc(SCC#N)n3C)cc2)cc1	-18%
CCN(CC)C(=O)CSc1nc(-c2ccc(C)cc2)nc2c1COC(C)(C)C2	1%
Cc1onc(-c2ccccc2Cl)c1C(=O)Nc1ccc(S(=O)(=O)N2CCCC2)cc1	18%
CSc1nnc(CSCc2ccc(Cl)cc2Cl)n1-c1ccccc1	3%
COc1ccc(-c2nnc(SCC(=O)NC(C)c3ccccc3)o2)cc1OC (stereo not given)	-10%
New compounds follow:
SMILES	EphA4 KYL inhibition
Cn1c(SCC2CCCO2)nnc1-c1ccncc1 (stereo not given)	-2%
CC(=O)OC1C(OC(C)=O)N(C(C)=O)C(=O)N1C(C)=O (stereo not given)	2%
CCCSc1nnc2c(n1)OC(c1cccn1C)N(C(C)=O)c1ccccc1-2 (stereo not given)	-8%
CCOc1cc(NS(=O)(=O)CC)c(OCC)cc1NC(=O)c1ccco1	4%
O=C(NC1(C(F)(F)F)C(=O)Nc2c1c(=O)[nH]c(=O)n2-c1ccc(F)cc1)c1cccnc1 (stereo not given)	7%
Cc1cc(C)n2c(=S)[nH]nc2n1	-4%
Cn1nc(-c2ccc(Cl)cc2)c2cc(C(=O)N3CCN(c4ccccn4)CC3)sc21	0%
O=C1CC(N(O)C2CC(=O)N(Cc3ccccc3)C2=O)C(=O)N1Cc1ccccc1 (stereo not given)	-3%
Cc1nc(SCn2nnc3ccccc3c2=O)c2c(C)c(C)sc2n1	-5%
O=C(CSc1nnc(-c2ccccc2Br)o1)N1CCN(C(=O)c2ccco2)CC1	2%
COc1ccc(C(=O)Nc2cc(C(F)(F)F)ccc2-n2cncn2)cc1	2%
CCOc1ccccc1OCCn1ncc2ccc(OC)c(OC)c2c1=O	2%
CNC(=O)c1nnc(Cc2ccc(F)cc2)o1	-15%

Among those listed so far, 16 have a Cl atom.
SMILES	EphA4 KYL inhibition
Cc1noc(C)c1COC(=O)CCCOc1ccc(Cl)cc1Cl	-2%
CC(C)Oc1ccccc1NC(=O)c1ccc(Cl)cc1Cl	0%
Oc1c(CN2CCc3ccccc3C2)cc(Cl)c2cccnc12	7%
CC1(c2ccc(Cl)cc2Cl)OCC(Cn2ccnc2)O1 (stereo not given)	-13%
CC1(CC(=O)N/N=C/c2ccc(OCc3ccc(Cl)cc3Cl)cc2)OCCCO1	7%
CCOc1ccc(N2C(=O)CS/C2=C(\C(Cl)=C(Cl)Cl)[N+](=O)[O-])cc1	4%
NC(=O)c1cc(NC(=O)C(c2ccccc2)c2ccccc2)ccc1Cl	0%
O=C1CC(N(O)c2ccccc2)C(=O)N1c1cc(Cl)cc(Cl)c1 (stereo not given)	-12%
O=C1c2cccc3c(Cl)ccc(c23)C(=O)N1O	-8%
O=Nc1c(O)n(Cc2ccc(Cl)c(Cl)c2)c2ccccc12	-11%
CC(CC(=O)Nc1ccc(Cl)cc1)c1ccccc1 (stereo not given)	-5%
Cc1cc(C)n(-c2nc(-c3ccc(Cl)c(Cl)c3)cs2)n1	-18%
Cc1ccc([N+](=O)[O-])cc1-c1ccc(/C=C2\C(=O)NC(=O)N(c3ccc(Cl)cc3)C2=O)o1	-8%
Cc1onc(-c2ccccc2Cl)c1C(=O)Nc1ccc(S(=O)(=O)N2CCCC2)cc1	18%
CSc1nnc(CSCc2ccc(Cl)cc2Cl)n1-c1ccccc1	3%
Cn1nc(-c2ccc(Cl)cc2)c2cc(C(=O)N3CCN(c4ccccn4)CC3)sc21	0%

Looked up by compound from the entries so far, 2 records:
SMILES	EphA4 KYL inhibition
O=C(c1ccccc1F)N1CCN(c2ncccn2)CC1	0%
COc1ccc(N2C(=O)CSC23C(=O)Nc2ccccc23)cc1OC (stereo not given)	-16%

Screening data from PubChem BioAssay.
